Assay outcomes: PubChem BioAssay, Broad Institute
BL2 CD40 inh: inhibitors of CD40-induced NF-kB signaling, primary screen, BL2 cells, luciferase reporter, single point; CD40L-induced, 4 h; inhibition, % at 10 µM; actives 0.94% (n = 83,000); AID 1053188, 2014;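 active = mean inhibition of at least 50% with a set share of replicates also reaching that level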;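 note: 0% = neutral control wells and 100% = IKK inhibitor VII at 50 µM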
Active calls of the source: *; [ ] = another dose, or the depositor's remark. An excerpt; count on the stated rates, not on these rows.

SMILES	BL2 CD40 inh
COc1ccc2oc(C(=O)OCC(=O)N(C)CC(=O)Nc3ccc(C)cc3)c(C)c2c1	-15.4
COc1cccc(OC)c1C(=O)Nc1ccc2c(c1)Cc1ccccc1-2	-78.1
O=C(c1cccc(F)c1)N1CC2(C1)[C@H](c1ccccc1)[C@@H](CO)N2C(=O)C1CCCCC1	15.7[25 µM]
O=C(COC(=O)[C@@H]1CC(O)CN1S(=O)(=O)c1ccc(Cl)cc1)NC(=O)NCc1ccccc1 (stereo partly drawn)	9.3
COc1cc(/C=C2/C(=O)ON=C2C)ccc1OCc1ccccc1F	-67.8
COc1ccc(CNC(=O)c2csc(Cc3ccccc3)n2)cc1	-51.7
O=[N+]([O-])c1nccn1CC(O)CCN1CCOCC1 (stereo not drawn)	-2.4
O=c1c2ccccc2nc2n1CCO2	10.6
O=C(C1CCN(C2CCN(Cc3ccc4c(c3)CCO4)CC2)CC1)N1CCOCC1	8.7
Cc1ccccc1C(=O)NNC(=O)c1cccc([N+](=O)[O-])c1	23.1
CN(C(=O)C1CCC(=O)N(Cc2cccc(F)c2)C1)C1CCCCC1 (stereo not drawn)	-100.9
CCOC(=O)c1c(NC(=O)CN(CC)CC)sc2c1CCC2	-0.3
COCCNC(=S)Nc1ccc(N2CCCCC2)cc1	-58.8
COCCN(C(=O)COC(=O)C12CC3CC(CC(Cl)(C3)C1)C2)c1c(N)n(Cc2ccccc2)c(=O)[nH]c1=O	4.8
C[C@H](CO)N1C[C@H](C)[C@@H](CN(C)C(=O)NC2CCCCC2)OCc2ccccc2-c2ccccc2C1=O	-10.7[25 µM]
CN1CCCN(c2ncnc3scc(-c4ccc(F)cc4)c23)CC1	18.9
COc1cc2c[n+](C)c3c4ccccc4ccc3c2cc1OC	-28.8
O=C(Nc1nnc(C2CC2)s1)C1=NN(C2CCS(=O)(=O)C2)C(=O)CC1 (stereo not drawn)	7.2
Cc1c(C(=O)Nc2ccccc2F)sc2ncn(CC(=O)N3CCOCC3)c(=O)c12	-0.3
O=C(c1c(F)cccc1F)N(Cc1cccs1)C1CCCC1	10.8
C1CN=C(NC23CC4CC(CC(C4)C2)C3)C1	-10.0
CC(C)[C@H](C)NC(=O)N(C)C[C@H]1OCc2ccccc2-c2c(n(C)c3ccccc23)C(=O)N([C@@H](C)CO)C[C@@H]1C	1.3
O=C(NCCOc1ccc(Cl)cc1)C1CC(=O)N(c2ccc3c(c2)OCCO3)C1 (stereo not drawn)	4.6
O=C(NN1C(=O)c2ccccc2NC1c1cccnc1)c1ccc([N+](=O)[O-])cc1 (stereo not drawn)	4.7

Random excerpt: three entries already listed
SMILES	BL2 CD40 inh
O=C(c1c(F)cccc1F)N(Cc1cccs1)C1CCCC1	10.8
O=C(NN1C(=O)c2ccccc2NC1c1cccnc1)c1ccc([N+](=O)[O-])cc1 (stereo not drawn)	4.7
Cc1c(C(=O)Nc2ccccc2F)sc2ncn(CC(=O)N3CCOCC3)c(=O)c12	-0.3

The list continues.
SMILES	BL2 CD40 inh
Cc1cc(NS(=O)(=O)c2ccc(NC(=O)/C=C/c3ccccc3)cc2)nc(C)n1	6.5
Cc1cc(C)cc(N(C(=O)c2csnn2)C(C(=O)NC(C)(C)C)c2cccnc2)c1 (stereo not drawn)	14.1
O=C(O)c1cccc(N2C(=O)CSC2c2ccccc2)c1 (stereo not drawn)	11.4
C[C@H]1CN(C)C(=O)c2cc(N(C)C)ccc2O[C@@H]1CN(C)C	-41.0
CCS(=O)(=O)N1CCCCN2[C@@H](CO)[C@@H](c3ccc(-c4ccc(C#N)cc4)cc3)[C@@H]2C1	-3.1[25 µM]
C[C@H]1CN([C@@H](C)CO)C(=O)CCCn2cc(nn2)CO[C@@H]1CN(C)C(=O)NC1CCCCC1	6.4[25 µM]
COc1cccc(NC(=O)N(C)C[C@@H]2Oc3cc(-c4ccccc4OC)ccc3S(=O)(=O)N([C@@H](C)CO)C[C@@H]2C)c1	6.3[25 µM]
O=C(NCCc1ccccc1)C1CCN(C2CCN(Cc3ccco3)CC2)CC1	0.7
Cc1cc(C)c2nc(NC(=O)CN3C(=O)NC4(CCCC4)C3=O)sc2c1	10.9
N#C[C@H]1[C@@H](c2ccc(-c3ccncc3)cc2)[C@@H](CO)N1C(=O)C1CCC1	-1.2
CC(C)(C)OC(=O)CC(S(=O)(=O)c1ccccc1)S(=O)(=O)c1ccccc1	66.8*
C[C@H](CO)N1C[C@H](C)[C@@H](CN(C)Cc2ccc(C(F)(F)F)cc2)Oc2ccc(NS(=O)(=O)c3ccc(Cl)cc3)cc2CC1=O	52.3*

A second format for 4 compounds above:
C[C@H]1CN(C)C(=O)c2cc(N(C)C)ccc2O[C@@H]1CN(C)C
- BL2 CD40 inh = -41.0
C[C@H]1CN([C@@H](C)CO)C(=O)CCCn2cc(nn2)CO[C@@H]1CN(C)C(=O)NC1CCCCC1
- BL2 CD40 inh = 6.4[25 µM]
N#C[C@H]1[C@@H](c2ccc(-c3ccncc3)cc2)[C@@H](CO)N1C(=O)C1CCC1
- BL2 CD40 inh = -1.2
C[C@H](CO)N1C[C@H](C)[C@@H](CN(C)Cc2ccc(C(F)(F)F)cc2)Oc2ccc(NS(=O)(=O)c3ccc(Cl)cc3)cc2CC1=O
- BL2 CD40 inh = 52.3*

In the list so far, these have two or more sulfur atoms.
SMILES	BL2 CD40 inh
O=C(Nc1nnc(C2CC2)s1)C1=NN(C2CCS(=O)(=O)C2)C(=O)CC1 (stereo not drawn)	7.2
CC(C)(C)OC(=O)CC(S(=O)(=O)c1ccccc1)S(=O)(=O)c1ccccc1	66.8*

The list continues.
SMILES	BL2 CD40 inh
COC(OC)c1ccnc(-c2ccc(OC(=O)c3ccc(F)cc3)cc2)n1	0.0
CN(C/C=C/c1ccccc1[N+](=O)[O-])Cc1ccccc1	-5.0
Cn1nnnc1-c1cc(Br)ccc1NC(=O)c1ccccc1	3.7
CN1CCc2c(sc(NC(=O)CS(=O)(=O)c3ccccc3)c2C(N)=O)C1	-7.5
CN1C(=O)c2cc(NS(=O)(=O)c3cccc(F)c3)ccc2OC[C@@H]2O[C@@H](CC(=O)N3CCc4ccccc4C3)CC[C@H]21	-23.5[25 µM]
Cc1cccc(C)c1NC(=O)c1sc(N)nc1-c1ccccc1	5.1
COc1ccc(CC(=O)Oc2ccc(C(C)(C)C)cc2)cc1S(=O)(=O)N1CCOCC1	9.2
CCCNC(=O)N1C[C@H]2[C@@H](c3ccccc31)[C@H](CO)N2C(=O)C1CCOCC1	4.3[25 µM]
Fc1ccccc1/C=C1\CCCC2=C1Nc1nnnn1C2c1ccccc1F (stereo not drawn)	74.8*
COc1ccc(O)c(C(=O)c2cnc3c(c2)c(C)nn3C)c1	9.8
Cc1ccc(S(=O)CCNC(=O)Cc2ccccc2)cc1 (stereo not drawn)	-3.1
COc1ccccc1N1CCN(C(=O)CC2NC3CCCCC3NC2=O)CC1 (stereo not drawn)	1.8
COc1ccc(S(=O)(=O)N(C)C[C@@H]2OCCCC[C@H](C)Oc3ccc(NC(=O)Nc4ccc(F)cc4)cc3C(=O)N([C@@H](C)CO)C[C@@H]2C)cc1	-5.7
CCCNCc1cc(OCC)c(OCC(N)=O)cc1Br	3.1
CC1(C)CC(CNCCC(c2ccc(F)cc2)c2ccco2)CCO1 (stereo not drawn)	-5.1
CCCN1C[C@@H](C)[C@@H](OC)CN(C)C(=O)c2cc(NS(=O)(=O)c3ccccc3)ccc2OC[C@@H]1C	2.0[25 µM]
Nc1c(S(=O)(=O)c2ccccc2)c2nc3ccccc3nc2n1Cc1ccco1	16.1
C#CCNC(=O)C(C)c1ncc(C(F)(F)F)cc1Cl (stereo not drawn)	8.8
COCC(=O)Nc1ccc2c(c1)C(=O)N(C)[C@@H]1CC[C@H](CC(=O)NCCCN(C)C)O[C@@H]1CO2	-40.8[25 µM]
Cc1c(N2C(=O)c3cccc4cccc(c34)C2=O)cnn1C	0.6
Cn1ncc(Br)c1C(=O)N1CCCC1	13.0
CCc1c(C)nc2c(C#N)c(C)[nH]n2c1=O	10.4
Cc1noc(C)c1S(=O)(=O)N(C)C[C@@H]1OCCCC[C@H](C)Oc2ccc(NC(=O)CCC(F)(F)F)cc2C(=O)N([C@H](C)CO)C[C@H]1C	1.3[25 µM]
CN(C)C(=O)c1cccc(-c2cnc3sc(NCc4ccc5c(c4)OCO5)nn23)c1	9.0
COc1cc2c(cc1O)C(SC)=NC(C)(C)C2	5.0
CCCC(=O)Nc1ccc2c(c1)C(=O)N(C)[C@@H]1CC[C@@H](CC(=O)NCc3cccc(F)c3)O[C@@H]1CO2	-0.5[25 µM]
CSc1ncccc1C(=O)NC1CCN(Cc2ccccc2)CC1	8.3
O=C(c1ccccc1-n1cccc1)N1N=C(C(F)F)CC1(O)C(F)F (stereo not drawn)	8.0
CC(=O)Nc1ccc(S(=O)(=O)N(C2=NCC(C)S2)c2ccccc2)cc1 (stereo not drawn)	18.5
CCOc1ccc(NC(=O)CN2C(=O)C3CCCN3C2=O)cc1 (stereo not drawn)	-21.1
COc1ccc(NS(=O)(=O)c2cc(NC(=O)C3CC3)ccc2N2CCOCC2)cc1	7.2
C/C=C/c1ccc([C@H]2[C@@H](CO)N(C(C)=O)[C@H]2CN(C(C)=O)C2CCCC2)cc1	35.2[25 µM]
CCS(=O)(=O)N[C@@H]1CC[C@H](CC(=O)NCc2ccc(Cl)cc2)O[C@@H]1CO	0.6[25 µM]
O=S(=O)(Nc1ccc(Cc2ccncc2)cc1)c1cccs1	3.7
O=C(C[C@H]1C[C@@H]2c3cc(NC(=O)NC4CCCCC4)ccc3O[C@@H]2[C@@H](CO)O1)NCC(F)(F)F	-6.4[25 µM]
CCCNC(=O)Nc1ccc2c(c1)OC[C@@H](C)N(S(C)(=O)=O)C[C@H](C)[C@@H](OC)CN(C)C2=O	3.6[25 µM]
CCc1ccc(NC(=O)COC(=O)/C=C/c2ccco2)cc1	-16.0
Cc1ccc(S(=O)(=O)N2CCN(C(=O)COC(=O)Cc3cccc(C(F)(F)F)c3)CC2)c(C)c1	6.8
O=C(OCC(=O)N1CCc2ccccc2C1)c1c(F)cccc1Cl	-16.3
Cc1ccc2[nH]c3c(=O)n(CCCN4CCN(C)CC4)cnc3c2c1	6.8
Cn1c(CN2CCN(C(=O)c3ccccc3)CC2)nc2cc([N+](=O)[O-])ccc21	-10.7
O=C(Nc1ccc(Nc2ccccc2)cc1)c1ccco1	-107.8
O=c1oc2ccccc2n1CCn1c2ccccc2c2nc3ccccc3nc21	-19.9
CN(Cc1cccs1)S(=O)(=O)c1ccc(Cl)cc1F	-11.6
COC(=O)c1c(C)oc(C)c1S(=O)(=O)N(Cc1ccccc1)C(C)C	25.8
Cc1nnc(N2CCOCC2)c2ccccc12	0.0
O=C(Nc1cccc(Cl)c1)N[C@@H]1CC[C@H](CCn2cc(Cc3ccccc3)nn2)O[C@H]1CO	15.9[25 µM]
COc1ccc(CNC(=O)Nc2cccc3ccccc23)cc1	-8.0

Some of these compounds in order of their number in BL2 CD40 inh, lowest first.
SMILES	BL2 CD40 inh
O=C(OCC(=O)N1CCc2ccccc2C1)c1c(F)cccc1Cl	-16.3
CCc1ccc(NC(=O)COC(=O)/C=C/c2ccco2)cc1	-16.0
CN(Cc1cccs1)S(=O)(=O)c1ccc(Cl)cc1F	-11.6

The list continues:
SMILES	BL2 CD40 inh
O=C(Cc1noc2ccccc12)Nc1ccc2ccccc2c1	-69.8
C[C@@H]1CN([C@H](C)CO)C(=O)c2cccc(NC(=O)c3nc4ccccc4s3)c2O[C@@H]1CN(C)CC1CCCCC1	25.4
COc1cc(SC)ccc1C(=O)OCC(=O)NC1CCCC1	-47.5
COC(=O)c1c(-c2cccnc2)csc1NC(=O)c1cc(C)on1	-78.6
CC1CCCCC1NC(=O)COC(=O)CNC(=O)c1cccc(F)c1 (stereo not drawn)	5.7
O=C(O)c1cccc(S(=O)(=O)N2CCN(C(c3ccccc3)c3ccccc3)CC2)c1	16.0
COC1C(OC(=O)/C=C/C=C/C=C/C=C/C(=O)O)CCC2(CO2)C1C1(C)OC1CC=C(C)C (stereo not drawn) (tested in a mixture with another compound)	-53.5
CCNc1ncnc2[nH]ncc12	4.2
CCc1c(Cl)nc(N)nc1Nc1ccccc1Cl	3.2
CC(NC1CCCCC1)C(=O)NN=C(c1ccccc1)c1ccccc1 (stereo not drawn)	18.2
CC1(C)Cc2c(sc3nnn(CC(=O)Nc4ccccc4)c(=O)c23)CO1	-0.6
COc1ccc(S(=O)(=O)Nc2ccc3c(c2)[C@@H]2C[C@H](CC(=O)N(C)C)O[C@H](CO)[C@@H]2O3)cc1	-3.5[25 µM]
COc1ccc(-c2ccc3n(c2=O)C[C@H]2[C@H](CO)[C@@H](C(=O)N(C)C)[C@@H]3N2Cc2cncnc2)cc1	-3.9[25 µM]
CCOc1ccccc1CN1CCN(C2CCOCC2)CC1CCO (stereo not drawn)	8.4
C[C@@H]1CN([C@H](C)CO)C(=O)c2c(c3ccccc3n2C)-c2ccccc2CO[C@@H]1CN(C)Cc1ccc(F)cc1	13.6
CC1=NN(C(=O)c2c(Br)cnn2C)C(O)(C(F)(F)F)C1 (stereo not drawn)	4.9
CCS(=O)(=O)N1CC(=O)N2[C@H](C1)[C@@H](c1ccc(C#CC3CCCCC3)cc1)[C@@H]2CO	-9.6[25 µM]
O=C(O)CCC(NC(=O)c1ccc(Cl)cc1)C(=O)O (stereo not drawn)	13.0
CSc1ncc(Cl)c(C(=O)NCc2cccnc2)n1	9.0
Cc1c(C(=O)N(C)C)c2cc(Cl)ccc2n1O	-0.3
Cc1sc2nc(-c3cccs3)oc(=O)c2c1C	-73.1
CCOc1ccc(NC(=O)CN(C)C(=O)Cc2sc(C)nc2-c2ccc(F)cc2)cc1OCC	5.7
CCC(=O)Nc1ccc2c(c1)ncn2-c1ccccc1C	-5.7
CC(=O)c1cccc(N(CC(=O)N2CCCCC2)S(C)(=O)=O)c1	27.9
CSCCC(NC(=O)COc1ccccc1)C(=O)N1CCN(c2ccccc2)CC1 (stereo not drawn)	-2.5
COc1ccc([N+](=O)[O-])cc1NC(C)C	6.3
Cn1c(=O)c2[nH]c(CN(Cc3ccccc3)Cc3ccccc3)nc2n(C)c1=O	4.5
CN(C)c1ccc(-n2cccc2/C=N/n2cnnc2)cc1	7.0
C/C=C/c1ccc([C@@H]2[C@H](C#N)N(c3nc(CC)cs3)[C@H]2CO)cc1	6.1[25 µM]
